# GLS inh: blocks human kidney-isoform glutaminase activity | GLS enzymatic activity, qHTS titration | Potency, µM (top dose mostly 45.5 µM), for inactives: at the highest dose activity change, negative = inhibition, hits mostly inhibitors | actives 0.21% (n = 410,000) | AID 624170; also: % is scaled to controls: 0 for no effect and ±100 for the full control effect
# Target sequence (O94925 whole entry, looked up, canonical isoform): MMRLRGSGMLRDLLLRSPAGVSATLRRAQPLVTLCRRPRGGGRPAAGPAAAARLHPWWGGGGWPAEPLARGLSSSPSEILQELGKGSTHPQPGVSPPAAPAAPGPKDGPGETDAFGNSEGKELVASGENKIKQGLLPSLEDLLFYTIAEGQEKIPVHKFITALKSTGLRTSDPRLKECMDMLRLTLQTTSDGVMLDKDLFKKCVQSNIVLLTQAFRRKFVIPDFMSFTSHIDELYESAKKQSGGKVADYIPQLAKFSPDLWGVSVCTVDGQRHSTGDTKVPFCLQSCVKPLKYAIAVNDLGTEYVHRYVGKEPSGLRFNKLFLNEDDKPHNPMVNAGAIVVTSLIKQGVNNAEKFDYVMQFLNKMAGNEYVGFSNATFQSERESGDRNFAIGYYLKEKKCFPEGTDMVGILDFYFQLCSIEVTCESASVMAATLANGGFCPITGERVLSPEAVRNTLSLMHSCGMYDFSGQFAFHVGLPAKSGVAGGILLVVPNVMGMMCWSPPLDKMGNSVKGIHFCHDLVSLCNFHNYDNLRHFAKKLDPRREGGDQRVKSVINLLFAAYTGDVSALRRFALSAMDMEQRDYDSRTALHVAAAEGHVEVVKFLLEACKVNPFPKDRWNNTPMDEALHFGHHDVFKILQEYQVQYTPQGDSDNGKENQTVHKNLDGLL
#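 Human kidney-isoform GLS in 45 mM KH2PO4 pH 8.2, 0.02% Tween-20, with compound, started with 1mM L-Glutamine (added stock). Glutamate oxidase/HRP/Amplex red coupled fluorescence read at start and after 30 min at RT.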
# G9a inh: G9a (human) methyltransferase inhibition; Q96KQ7; G9a H3K9 monomethylation, AlphaScreen, 2 h; Potency, µM (highest dose often 102 µM), without a hit: top-dose activity, negative = inhibition, usual class: inhibitors; actives 8.8% (n = 350,000); also: % is scaled to controls: 0 for no effect and ±100 for the full control effect; nearly all actives have a fitted effect of over 75% in size
# Target sequence (Q96KQ7 913-1193 limits assumed): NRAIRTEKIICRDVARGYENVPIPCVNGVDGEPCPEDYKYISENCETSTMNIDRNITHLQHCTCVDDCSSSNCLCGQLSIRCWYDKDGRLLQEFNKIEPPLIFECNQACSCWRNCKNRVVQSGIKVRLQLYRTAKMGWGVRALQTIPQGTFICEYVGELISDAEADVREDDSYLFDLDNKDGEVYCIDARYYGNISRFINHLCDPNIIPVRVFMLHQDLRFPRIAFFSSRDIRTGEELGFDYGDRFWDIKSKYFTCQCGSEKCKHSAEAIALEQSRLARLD
#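 Step 1: enzyme (final 20 nM) with compound, 15 min RT. Step 2: substrate peptide 500 nM and SAM 20 uM, 2 h RT. Step 3: anti-H3K9me1 antibody and AlphaScreen beads, 10 min, then plate read.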
# HP1b binding inh: HP1-beta chromodomain-methylated histone interaction inhibition; P83916; AlphaScreen HP1-beta / biotin-H3K9me3 peptide binding; Potency, µM (titrated, usually from 114 µM), inactives show at the top dose activity change, negative = inhibition, usual class: inhibitors; actives 0.56% (n = 390,000); AID 540317; also: nearly all actives have a fitted effect of over 70% in size; inactives centre near 23
#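 HP1-beta protein (50 nM final) preincubated 30 min at room temperature with biotinylated H3(1-18)K9me3 peptide (50 nM) in PBS pH 7.4, 0.01% Tween-20, then compound added for 30 min. AlphaScreen streptavidin donor/nickel chelate acceptor beads (10 ug/mL final), 30 min dark, luminescence read.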
# JMJD2A Tudor: inhibitors of human JMJD2A Tudor domain | actives 4.4% (n = 390,000) | AlphaScreen JMJD2A-Tudor / H3K4me3 peptide binding | O75164 | AID 504339 | Potency, µM (titrated, usually from 114 µM), for the others: at the top dose activity change, negative = inhibition, most hits filed as inhibitors; also: % is scaled to controls: 0 for no effect and ±100 for the full control effect; nearly all actives have a fitted effect of over 50% in size
# BAZ2B inh: BAZ2B (human) inhibition. Q9UIF8. AlphaScreen BAZ2B-H3K14Ac peptide displacement. Potency, µM (highest dose often 114 µM), for the others: at the top dose activity change, negative = inhibition, most hits filed as inhibitors. actives 4.4% (n = 360,000). AID 504333; also: % is scaled to controls: 0 for no effect and ±100 for the full control effect; nearly all actives have a fitted effect of over 60% in size
#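 AlphaScreen displacement: compounds (up to 110uM) incubated 30 min at room temperature with a preformed 50 nM BAZ2B/50 nM biotinylated H3K14Ac peptide complex in PBS pH 7.4 with Tween-20. Donor and acceptor beads at 10 ug/mL final added, 20 min light-protected before reading.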
# PGK inhibitor: T. brucei PGK inhibition; Potency, µM (series often up to 57.5 µM), inactives show at the highest dose activity change, negative = inhibition, usual class: inhibitors; PGK/GAPDH coupled, Kinase-Glo luminescence, 60 min; AID 602233; actives 0.043% (n = 380,000); also: % is scaled to controls: 0 for no effect and ±100 for the full control effect; nearly all actives have a fitted effect of over 60% in size
#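 Luminescent ATP detection (Kinase-Glo Plus) follows a 60-minute room-temperature incubation, with wells lacking PGK as controls. Buffer: 100 mM TEA (pH 7.6), 5 mM MgCl2, 0.01% Tween-20. Coupling enzyme GAPDH (100 nM final) supplies unstable 1,3-BPG in-well.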
# POLI inh: inhibitors of human DNA polymerase iota. Q9UNA4. Pol iota fluorescent replication assay, 10 min. Potency, µM (doses to about 115 µM), without a hit: top-dose activity, negative = inhibition, most hits filed as inhibitors. actives 1% (n = 390,000). AID 588590
#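 Pol iota at 10 nM preincubated 15 min with compounds at room temperature; reaction started with fluorescent substrate, 50 nM final. Fluorescence read kinetically at 0 and 10 min; buffer-only wells as negative control.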
# BLM helicase inh: blocks DNA unwinding by human BLM helicase; recombinant BLM DNA unwinding, fluorescence dequenching; Potency, µM (titrated, usually from 56.1 µM), without a hit: at the highest dose activity change, negative = inhibition, most hits filed as inhibitors; actives 0.2% (n = 350,000); AID 2528;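 also: plate controls were vehicle for no effect and no enzyme for full effect; nearly all actives have a fitted effect of over 35% in size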
# Pin1 inhibitor: blocks the human prolyl isomerase Pin1. Q13526. Pin1 FP peptide displacement, HiFluor488, 10 min. Potency, µM (series often up to 115 µM), without a hit: at the highest dose activity, negative = inhibition, most hits filed as inhibitors. actives 0.009% (n = 390,000); active = well fitted inhibition curve with a large enough effect in the polarisation, with a control signal flat, not every such curve was filed as active; inconclusive = small, poorly fitted or top-dose-only effect, or effect the other way, or a change in a side signal; inactive = no such curve, though single readings can be large or run the other way; the % refers to the polarisation; also: % is scaled to controls: 0 for no effect and ±100 for the full control effect
# * = called active by the depositor; i = inactive; ? = inconclusive; / = not tested or not shown; & = joins results of further samples; [ ] = another dose, or the depositor's remark. Unless noted, calls follow the shape of the dose curve; as a rule, active = well fitted curve in the direction sought with a large enough effect; inconclusive = small, poorly fitted or top-dose-only effect, or another doubt; inactive = no such curve, though single readings can be large; an effect the other way counts as inactive or inconclusive. Potency is read from the fitted curve at half-maximal effect. A portion of the library; count on the stated rates, not on these rows.
SMILES,GLS inh,G9a inh,HP1b binding inh,JMJD2A Tudor,BAZ2B inh,PGK inhibitor,POLI inh,BLM helicase inh,Pin1 inhibitor
O=C1c2cccc3cccc(c23)C(=O)N1OS(=O)(=O)c1ccc(Cl)cc1,2%,-9%[59 µM],4%,-24%,-2%,i,66%[activator],-8%,-10%
CC(=O)NNC(=O)c1csc(Cc2c(Cl)sc3ccc(Cl)cc23)n1,6%,/,36%,-22%,-11%,-7%,32%[activator],5%,0%
COc1ccccc1-n1cnnc1SCC(=O)NCC1CCCO1 (stereo unspecified),8%,-5%,33%,-22%,-1%,-7%,24%,-2%,3%
Cn1c(CCN2CCCCC2)nc2cc(NS(=O)(=O)c3ccc(F)cc3)ccc21,30%,19%,18%,-18%,25%,i,6%,-11%,-9%
CCOc1ccc(C2C3=C(CCCC3=O)OC(N)=C2[N+](=O)[O-])cc1 (stereo unspecified),6%,/,17%,2%,-3%,4%,8%[58.9 µM],-1%,0%
O=C1C=C(N2CCOCC2)CO1,7%,/,30%,-14%,/,8%,-1%,/,0%
COc1ccc(C2=NN(C(=O)CSc3nc(=O)n4ccc(C)cc4n3)C(c3ccc(C)cc3)C2)cc1 (stereo unspecified),-1%,5%[2.33 µM],27%,-18%,0%,-3%,10%,/,5%
O=C(C1CCCCN1S(=O)(=O)c1ccccc1[N+](=O)[O-])N1CCCCC1 (stereo unspecified),-1%,7%,38%,-7%,1%,-7%,-23%,0%,-14%
CC(=O)c1ccc(NC(=S)Nc2cccc(Cl)c2C)cc1,-2%,7%,20%,-12%,-10%,-2%,36%[activator],-3%,-2%
CCN(CC)S(=O)(=O)c1ccc(OC)c(NC(=O)CCc2c(C)noc2C)c1,3%,?,20%,-8%,-35%,-6%,33%,/,-2%
Cn1c(=O)c(=O)n(C)c2cc(N3CCOCC3)c(NS(=O)(=O)c3ccc(F)c(Cl)c3)cc21,34%&38%[activator],-41%[59 µM],57%&54%[activator],-13%&-11%,-4%&-16%,i,10%&-7%,2%&-2%,-1%&0%
CCOC(=O)N1CCN(C(=O)COc2ccc3oc4c(c3c2)CCCC4)CC1,-3%,14%[2.33 µM],15%,-22%,-20%,1%,25%,/,-5%
CC(=O)OC12CC3CC(C1)C(=NO)C(C3)C2,-1%,27%[12.7 µM],35%,-6%[57.1 µM],-3%,-4%,17%,-1%,-4%
CC(=O)Nc1ccc(S(=O)(=O)NCC2CCC(C(=O)N3CCCCCC3)CC2)cc1 (stereo unspecified),7%,/,47%[activator],-2%,?,3%,-4%,-2%,0%
Cc1ccc(NC(=O)CN2c3ccccc3S(=O)(=O)c3ccccc32)cc1F,-2%,-6%[59 µM],24%,-11%,-12%,1%,0%,-11%,13%
CCOC(=O)C1=CN(Cc2ccc(Br)cc2)S(=O)(=O)NC1C (stereo unspecified),-1%,/,136%[activator],3%,/,-1%,17%,/,1%
O=C1CCN(c2ccccc2)N1,20%,/,13%,-10%,/,-3%,19%,/,-1%
Cc1ccc(-c2nc3ncccc3o2)cc1NC(=O)c1ccc(-c2cccc(Cl)c2C)o1,0%,1%[59 µM],17%,-14%,3%,i,0%,-12%,-6%
CCn1c(=N)c(C(=O)NC2CCCC2)cc2c(=O)n3ccccc3nc21,-6%,-8%[59 µM],10%,-13%,4%,0%,20%,5%,?
CCN(C(=O)CCNC(=O)Cn1cnc2ccccc2c1=O)c1cc(OC)ccc1OC,-1%,7%[59 µM],34%,-14%,0%,3%,55%[activator],-1%,2%
O=C(CSc1nc2sc3c(c2c(=O)n1-c1ccccc1)CCCC3)NCc1ccco1,-2%,-15%,24%,-7%,8%,-5%,?,1%,10%
COC(=O)c1ccccc1C(=O)c1ccc2c(c1)NC(=O)CO2,-9%,2%,4%,-17%,-13%,-5%,174%[activator],0%,-6%
COC(=O)C1=C(C)N(Cc2ccccc2)C(=NCc2ccc3c(c2)OCO3)N[C@H]1c1ccccc1,-1%,/,14%,-29%,8%,3%,24%,-1%,-2%
C=CCN1C(=O)[C@]2(c3ccccc31)C1CCCC=C1C(C#N)=C(N)C2(C#N)C#N (stereo partly specified),16%,/,21%,-13%,-8%,5%,15%,-4%,10%
CCOC(=O)C1=CC[C@H]2c3c(c4ccccc4n3C)C(=O)C1N2C,5%,4%[0.501 µM],49%[activator],-10%,-3%,5%,26%,/,-4%

# Reprinted from the part before: 4 compounds, followed by the next part.
SMILES,GLS inh,G9a inh,HP1b binding inh,JMJD2A Tudor,BAZ2B inh,PGK inhibitor,POLI inh,BLM helicase inh,Pin1 inhibitor
COC(=O)c1ccccc1C(=O)c1ccc2c(c1)NC(=O)CO2,-9%,2%,4%,-17%,-13%,-5%,174%[activator],0%,-6%
COC(=O)C1=C(C)N(Cc2ccccc2)C(=NCc2ccc3c(c2)OCO3)N[C@H]1c1ccccc1,-1%,/,14%,-29%,8%,3%,24%,-1%,-2%
C=CCN1C(=O)[C@]2(c3ccccc31)C1CCCC=C1C(C#N)=C(N)C2(C#N)C#N (stereo partly specified),16%,/,21%,-13%,-8%,5%,15%,-4%,10%
CCOC(=O)C1=CC[C@H]2c3c(c4ccccc4n3C)C(=O)C1N2C,5%,4%[0.501 µM],49%[activator],-10%,-3%,5%,26%,/,-4%
COc1ccc(CCNC(=O)Cn2nnc(C(=O)Nc3ccc(Br)cc3)c2N)cc1OC,-2%,26%,31%,-21%,-24%,-10%,?,-13%,61%[activator]
O=C(N[C@@H](Cc1ccc(O)cc1)C(=O)O)c1ccncc1,-8%,/,23%,-31%,/,-6%,11%,/,-7%
COc1ccccc1C(=O)N=C1SC2CS(=O)(=O)CC2N1c1ccccc1 (stereo unspecified),3%,14%,10%,-3%,2%,9%,112%[activator],0%,2%
CCOC(=O)c1cnc(SCC(=O)Nc2ccc(NC(=O)CC)c(OC)c2)nc1N,1%,11%[59 µM],10%,?,12%,-2%,5%,-2%,?
CCOc1ccc(Nc2oc(-c3ccc(Cl)cc3)nc2C#N)cc1,1%,41%[0.501 µM],23%,-23%,-32%,6%,9%,-2%,?
O=C(NCc1cn2ccsc2n1)c1cccs1,-5%,-13%,40%[activator],3%,10%,-5%,8%,-1%,2%
COc1ccc(C2CC(c3ccc(Br)cc3)=NN2C(=S)Nc2ccccc2)cc1 (stereo unspecified),0%,2µM*,-22%,-29%,?,3%,29%,-5%,18%
CC(C)CN1CCC(=O)N([C@H](CSc2ccccc2)Cc2ccccc2)CC1,18%,2%,62%[activator],1%,-4%,-4%,?,-4%,2%
Cc1nnc(SCc2cc(=O)oc3ccc4ccccc4c23)n1Cc1ccccc1,8%,35µM*,28%,-30%,-2%,-2%,17%,-10%,-9%
CN(C)c1ccc(CNC(=O)C2CCN(c3nnc(-n4cccc4)s3)CC2)cc1,15%,?,7%,-28%,-4%[57.1 µM],3%,?,-6%,-1%
COC(=O)c1ccc(N2CCCCC2)c(N)c1,-6%,/,26%,-13%,-15%,i,-4%,-3%,2%
O=C(NCc1ccc(F)cc1)C1CC(=O)N(C2CCCC2)C1 (stereo unspecified),1%,4%[12.7 µM],45%,4%,-3%,0%,21%,/,-2%
COc1ccc(-c2sc3cc4c(cc3c2C#Cc2cncn2C)OCO4)cc1,-3%,/,24%,-30%,/,i,5%,/,0%
Cc1cc(C)c(OCCCNC2CCCC2)c(Br)c1,1%,/,6%,79µM*,?,3%,-11%,-14%,-9%
CC1CCCN(C(=O)C2CCN(C(=O)Nc3ccccc3)CC2)C1 (stereo unspecified),1%,15%[59 µM],38%,-14%,12%,-2%,33%[activator],/,-5%
Cc1ccc(S(=O)(=O)N2CCC(C(=O)NCC3CC3)CC2)cc1,-2%,17%,35%,1%,0%,-5%,23%,-1%,0%
COc1ccccc1C(=O)NS(=O)(=O)c1ccc(C)cc1,-8%,/,44%[activator],-13%,/,-1%,-9%,/,-6%
CC1CCN(c2ccc(NC(=O)c3cccnc3)cc2)CC1,22%,?,-9%,?,?,-9%,3%,-3%,19%
CCn1c(CNC(=O)C23CC4CC(CC(C4)C2)C3)nnc1SC,4%,6%,18%,-13%,6%,-2%,178%[activator],-2%,-7%
CCN(C(=O)COC(=O)/C(=C/c1ccccc1)n1nnnc1C)C1CCCCC1,-1%,?,14%,-16%,3%,-2%,11%,/,-1%
CC(C)(C)CN1CCC(n2nccc2NC(=O)c2ccccc2Cl)CC1,23%,-6%,23%,-2%,-13%,-4%,14%,-2%,-4%
Cc1cc2c(C)nc3ccccc3c2o1,-9%,6%[59 µM],36%,-5%,2%,-1%,13%,-7%,6%
O=C(NNC(=O)C1CCN(S(=O)(=O)c2ccc(Cl)cc2)CC1)c1ccccc1,2%,-49%,39%[activator],-5%,-5%,i,-2%,-4%,-1%
CC1CC(C)CN(C(=O)c2ccc3c(c2NCCO)C(=O)c2ccccc2C3=O)C1 (stereo unspecified),-6%,28µM*,45µM*,14µM*,?,-10%,?,-10%,-8%
O=C(Nc1ccc(NC(=O)c2cccs2)c(Cl)c1)c1cccs1,-13%,-9%,-22%,-10%,1%,-6%,55%[activator],-8%,7%
CCOc1ccc(OCC)c(S(=O)(=O)N2CCC(C)CC2)c1,11%,43%,24%,20%,5%,3%,1%[58.9 µM],-5%,-12%
Cc1ccccc1C(=O)N(Cc1nc2ccccc2c(=O)[nH]1)C1CCCC1,-14%,-1%,27%,-12%,-22%,-6%,6%,-7%,7%
CC(C)(C)OC(=O)N1CCC(c2c(C(=O)N3CCN(C(=O)c4ccco4)CC3)cnn2-c2cccc(F)c2)CC1,-1%,2%[59 µM],38%,-21%,12%[57.1 µM],-4%,25%,1%,-5%
COc1ccc(OCCSc2nc3ccccc3n2CC(=O)N2CCOCC2)cc1,2%,-29%[59 µM],12%,-30%,?,3%,1%,-2%,2%
COc1ccc(S(=O)(=O)N(CC(=O)N/N=C/c2cccs2)c2cc(C)cc(C)c2)cc1OC,2%,-25%,2%,?,2%,-10%,118%[activator],-11%,15%
